Compound activity deposited in PubChem BioAssay by National Center for Advancing Translational Sciences (NCATS).
CBFb-RUNX1 inh: CBF-beta/RUNX1 interaction disruption | 230,000 tested, under 10 active | Q01196+Q13951 | AlphaScreen CBFb-His/RUNX1-biotin binding, biochemical | Potency, µM (series often up to 59.8 µM), for the others: at the top dose activity, negative = inhibition, most hits filed as inhibitors; note: % of control where 0% means no effect
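Compounds were screened at multiple concentrations against a preformed CBF-beta(His)/RUNX1(biotin) complex (30 nM of each) for 15 min at room temperature, followed by 90 min with nickel and streptavidin beads and AlphaScreen reading.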
GLA spleen mod: inhibits or activates alpha-galactosidase in human spleen homogenate; Potency, µM (series often up to 80 µM), without a hit: at the top dose activity change, negative = inhibition, usual class: inhibitors; human spleen homogenate, 4MU-alpha-Gal fluorescence, 40 min; hit rate 0.008% among 240,000; P06280;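 note: potency is the fitted concentration of half-maximal effect; 0% = enzyme with vehicle and -100% = no enzyme basal signal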
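Inhibition or activation of alpha-galactosidase in human spleen homogenate is scored by 4-MU fluorescence after 40 min at 37C, pH 5.0, with 1 mM substrate. AC50s come from concentration-response fitted to the Hill equation.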
NPSR antag: antagonists of human neuropeptide S receptor cAMP signaling; hit rate 1% among 220,000; Q6W5P4; CHO-NPSR cells, cAMP TR-FRET, antagonist mode; Potency, µM (top dose mostly 38.3 µM), for inactives: at the highest dose activity change, negative = inhibition, usual class: inhibitors; note: potency is the fitted concentration of half-maximal effect; % is set by controls: 0 for no effect and ±100 for the full control effect; nearly all actives have a fitted effect of over 50% in size; many of its hits are not listed in these tables
Target sequence (Q6W5P4 whole entry, looked up): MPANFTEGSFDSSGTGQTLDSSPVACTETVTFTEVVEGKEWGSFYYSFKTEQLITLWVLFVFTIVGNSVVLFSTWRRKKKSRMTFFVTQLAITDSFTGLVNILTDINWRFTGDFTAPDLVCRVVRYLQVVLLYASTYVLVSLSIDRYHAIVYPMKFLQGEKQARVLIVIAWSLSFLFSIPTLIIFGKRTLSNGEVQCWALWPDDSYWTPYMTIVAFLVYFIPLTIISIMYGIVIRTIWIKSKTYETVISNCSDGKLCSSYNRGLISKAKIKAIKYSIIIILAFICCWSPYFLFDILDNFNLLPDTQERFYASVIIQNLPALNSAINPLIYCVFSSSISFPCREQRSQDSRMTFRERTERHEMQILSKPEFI
Tau fluor counter: counter-screen for tau fibril formation inhibitors | Potency, µM (series often up to 57.7 µM), for inactives: at the highest dose activity change, negative = decrease | hit rate 0.93% among 280,000 | tau K18 P301L (four-repeat tau fragment) Alexa594 fluorescence, heparin fibrillization; note: potency is the fitted concentration of half-maximal effect; % is set by controls: 0 for no effect and ±100 for the full control effect; nearly all actives have a fitted effect of over 55% in size
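Human K18 P301L tau (15 uM unlabeled plus 0.24 uM Alexa 594-labeled, final) in 100 mM sodium acetate pH 7 was mixed with compound and 20 uM heparin and incubated 6 hr at 37 C.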
TR SRC2 fluor cs: Texas Red fluorescence interference in TRb-SRC2 counter-screen | hit rate 0.29% among 280,000 | Potency, µM (highest dose often 106 µM), for inactives: at the highest dose fluorescence change, negative = quenching | TRb/SRC2 Texas Red total fluorescence interference | AID 1479; active = well fitted curve in either direction with a large enough effect; inconclusive = small, poorly fitted or top-dose-only effect; note: potency is the fitted concentration of half-maximal effect; % is set by controls: 0 for no effect and ±100 for the full control effect
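Flags fluorescent or light-absorbing compounds by total fluorescence, S + 2P, at 555 nm excitation and 632 nm emission. Mixture: 20 nM Texas Red SRC2 peptide, 0.6 uM human TRb LBD, 1 uM T3, 5% DMSO; compound exposure 5 h at ambient temperature.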
Epigenetic derep: epigenetic control regulation, reporter derepression; murine LDR cells, GFP reporter derepression, 30 h; Potency, µM (doses to about 53.9 µM), inactives show at the highest dose GFP activation, most hits filed as activators; hit rate 0.2% among 280,000; note: potency is the fitted concentration of half-maximal effect; % of control where 0% means no effect; nearly all actives have a fitted effect of over 60% in size
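Derepression of a silenced CMV-GFP reporter in murine LDR cells is scored by enumerating GFP-positive cells with a laser-scanning microplate cytometer after 30 hours of treatment at 37 C.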
TRb SRC2 PPI: disrupts binding of human TR beta to SRC2; Potency, µM (series often up to 106 µM), without a hit: at the highest dose activity change, negative = inhibition, most hits filed as inhibitors; hit rate 0.065% among 280,000; TRbeta-SRC2 peptide binding, fluorescence polarization; receptor liganded with 1 µM T3; P10828;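 note: potency is the fitted concentration of half-maximal effect; plate controls were bound peptide for no effect and peptide without receptor for full effect; nearly all actives have a fitted effect of over 50% in size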
Target sequence (P10828 whole entry, looked up): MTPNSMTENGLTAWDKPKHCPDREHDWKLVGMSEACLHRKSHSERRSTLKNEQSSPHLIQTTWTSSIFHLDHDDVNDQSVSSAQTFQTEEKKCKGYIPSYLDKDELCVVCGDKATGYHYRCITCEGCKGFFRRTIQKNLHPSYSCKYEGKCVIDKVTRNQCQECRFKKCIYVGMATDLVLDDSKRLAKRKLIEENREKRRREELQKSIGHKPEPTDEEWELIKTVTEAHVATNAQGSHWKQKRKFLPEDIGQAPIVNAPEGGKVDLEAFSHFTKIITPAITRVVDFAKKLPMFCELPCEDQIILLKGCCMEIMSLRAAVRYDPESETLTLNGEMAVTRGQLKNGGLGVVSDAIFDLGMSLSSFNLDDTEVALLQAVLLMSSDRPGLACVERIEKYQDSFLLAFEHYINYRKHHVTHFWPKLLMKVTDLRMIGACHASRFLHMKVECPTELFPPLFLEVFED
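Read-out is fluorescence polarization (555 nm excitation, 632 nm emission) of a Texas Red SRC2 coactivator peptide; loss of signal reflects blocked binding to human TRb ligand-binding domain in the presence of 1 uM T3.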
Tau fibril FP: inhibitors of human tau fibril formation | P10636 | Potency, µM (doses to about 57.7 µM), without a hit: at the highest dose activity, negative = inhibition, usual class: inhibitors | K18 P301L tau heparin fibrillization, Alexa594 FP, 6 h | hit rate 0.39% among 280,000; note: potency is the fitted concentration of half-maximal effect; % is set by controls: 0 for no effect and ±100 for the full control effect; nearly all actives have a fitted effect of over 55% in size
Target sequence (P10636 561-689 P618L limits assumed): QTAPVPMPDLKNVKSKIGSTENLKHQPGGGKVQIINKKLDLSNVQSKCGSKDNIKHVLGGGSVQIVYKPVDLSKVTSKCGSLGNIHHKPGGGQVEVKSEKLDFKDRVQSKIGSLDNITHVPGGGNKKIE
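K18 P301L tau (15 uM unlabeled/0.24 uM Alexa 594-labeled, final) + compound + heparin 20 uM final; 100 mM NaOAc pH 7; 6 hr 37 C; ThT 30 uM final added, 1 hr RT; FP ex 555/em 632 nm.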
An asterisk follows results filed as active; ? = inconclusive; nt = no result given; [ ] = remark or other dose. Unless noted, calls come from the whole dose curve; as a rule, active = well fitted curve in the direction sought with a large enough effect; inconclusive = small, poorly fitted or top-dose-only effect, or another doubt; inactive = no such curve, though single readings can be large; an effect the other way counts as inactive or inconclusive. The list is partial; rates above refer to the full screens.

item	structure	Tau fluor counter	TR SRC2 fluor cs	NPSR antag	Tau fibril FP	GLA spleen mod	Epigenetic derep	CBFb-RUNX1 inh	TRb SRC2 PPI
1	COc1ccc(-c2nc(=S)c3c(n2CCN2CCOCC2)CC(C)(C)OC3)cc1	1.5%	-2.2%	2.4%[46.1 µM]	-3.9%	0.5%	-1.0%	2.1%	2.4%
2	CCOC(=O)C1=C(SCC)c2cc3c(n2C1=O)CCCC3	?	0.1%	12.6µM*	?	2.3%	2.3%	-27.1%	-19.4%
3	Cc1cc(C(=O)Nc2cccc(F)c2)c2c(C)nn(-c3cccc(Cl)c3C)c2n1	-23.9%	-6.6%	nt	-12.5%	nt	2.5%	nt	5.5%
4	O=S(=O)(c1cccs1)N1CN(Cc2ccc(Cl)cc2)c2nc3ccccc3nc21	-11.3%	-3.3%	-29.2%[46.1 µM]	-16.2%	-2.9%	0.1%	5.1%	-3.0%
5	CC(C)(C)Cc1nc2ccccc2n1CCc1ccccc1	-5.5%	-0.6%	-28.4%[46.1 µM]	1.7%	2.6%	0.1%	6.7%	-5.2%
6	Cc1[nH]c2ccccc2c1/C=N/NC(=O)Nc1ccccc1	?	-2.6%	-17.9%	10.5%	3.1%	-0.1%	-1.5%	8.6%
7	COc1ccc(/C=N/n2cnc3c([nH]c4ccc(Br)cc43)c2=O)cc1CN1CCOCC1	-2.2%	-3.3%	-0.1%[46.1 µM]	-7.9%	3.3%	0.9%	3.3%	-11.6%
8	CCOC(=O)c1cc(NC(=O)c2ccc(C)cc2)c(=O)n2c1oc1ccc(Cl)cc12	0.4%	4.2%	nt	-9.0%	nt	-1.0%	nt	11.4%
9	CCCCN(C)CC(O)Cn1cc(/C=C/C(=O)c2ccc(Br)cc2)c2ccccc21 (stereo unspecified)	?	-2.3%	nt	9.7%	nt	6.0%	nt	1.1%
10	CC(=O)Cc1nsc(NC(=O)c2cc(-c3ccc(Cl)c(Cl)c3)oc2C)n1	-21.8%	0.2%[53 µM]	?	-4.4%	5.1%	-0.2%	0.0%	-12.4%[53 µM]
11	CCCCn1c(SCc2nc3ccccc3s2)nc2ccccc2c1=O	-7.5%	-3.4%	-6.1%[46.1 µM]	-2.4%	-2.6%	0.0%	-0.8%	1.8%
12	CCc1ccc(NC(=O)c2ccc3c(c2)N(Cc2ccc(C)cc2)CCS3)cc1	?	-1.3%	nt	14.2%	nt	-4.9%	nt	1.8%
13	COc1ccc(C2N(c3ccc4c(c3)OCCO4)C(=O)C2(F)F)cc1OC (stereo unspecified)	-37.5%	-0.1%	3.2%	-17.5%	7.9%	1.8%	5.9%	0.7%
14	CCNC(=O)C/C(C)=N/NC(=O)C1CCCCC1	-0.8%	1.8%	27.6%	6.2%	7.3%	3.0%	0.2%	0.4%
15	CCOc1c(N2CCOCC2)c(=O)c1=O	19.5%	-3.3%	11.9%	7.9%	-8.0%	-3.1%	6.2%	-2.8%
16	Cc1cccc(NC(=O)Cn2nnc(C(=O)Nc3ccccc3Br)c2N)c1C	-1.9%	1.3%	nt	-15.9%	nt	0.0%	nt	-6.0%
17	COc1ccnc(-n2cccc2C=O)c1C#N	2.2%	0.2%	9.8%	8.8%	7.2%	1.1%	-10.2%	-1.6%
18	COc1ccc(OC)c(NC(=O)C2=C(C)Nc3ncnn3C2c2cccs2)c1 (stereo unspecified)	-8.7%	-1.4%	-8.9%[46.1 µM]	-7.9%	8.0%	-0.2%	-3.1%	-1.2%
19	Cc1noc(C)c1S(=O)(=O)N(CC(=O)N1CCCC1)c1ccc(C(C)C)cc1	-7.6%	-0.3%	-11.2%[46.1 µM]	3.2%	-13.9%	-5.9%	-0.8%	-8.0%
20	CCC(=O)c1ccc2c(c1)OCCO2	-3.7%	0.4%	11.6%	-3.4%	0.9%	-3.0%	7.4%	-1.4%
21	Cc1ccc(C(=O)NNC(=O)c2ccc3ncccc3c2)cc1	-0.1%	-3.8%	2.9%	-0.4%	-4.8%	1.3%	-2.2%	-8.7%
22	COC(=O)COc1ccc(S(=O)(=O)NCc2ccco2)cc1Cl	0.0%	3.3%	-16.8%[46.1 µM]	1.8%	-10.9%	-2.1%	4.8%	3.4%
23	CSCCC(NC(=O)c1ccc([N+](=O)[O-])cc1Cl)C(=O)OCC(=O)NCC(F)(F)F (stereo unspecified)	1.6%	-27.1%	30.3%	8.2%	3.1%	2.1%	4.3%	-1.9%
24	O=C(c1cc2c(s1)CCCC2)n1cccn1	-8.8%	0.2%	6.4%[46.1 µM]	-3.1%	-2.4%	0.0%	13.5%	-3.6%
25	CCN(CC)C(=O)c1ccc(-c2cccs2)s1	-0.7%	0.0%	13.0%	-3.9%	0.0%	-0.1%	-3.9%	5.0%
26	COc1cc(/C=N/NC2=NC(C)(C)Cc3ccccc32)cc(OC)c1OC	-19.3%	1.8%	11.3%	-10.8%	0.0%	2.0%	-1.9%	6.6%
27	CCOC(=O)c1cc(NC(=O)c2cccnc2)cc(C(=O)OCC)c1	-24.7%	-5.4%	-6.9%[46.1 µM]	?	-4.6%	-3.4%	8.6%	-3.3%
28	CC1(C)CC(NC(=O)CC2CCCCC2)CC(C)(C)N1	2.7%	1.7%	11.6%[46.1 µM]	3.2%	13.8%	-0.5%	0.5%	-9.0%
29	O=C(CN1CCCC1)NCC12CC3CC(CC(C3)C1)C2	11.7%	-10.3%	-2.2%[46.1 µM]	3.9%	-8.9%	-0.9%	7.0%	-9.4%
30	CC(=O)N1CCCc2cc(S(=O)(=O)Nc3ccc(OC(F)(F)F)cc3)ccc21	?	0.0%	nt	-4.0%	nt	0.8%	nt	-6.0%
31	Cc1ccc(NC(=O)Nc2ccccc2)cc1[N+](=O)[O-]	?	-3.3%	-50.9%	?	-1.5%	0.0%	10.8%	-1.1%
32	COC(=O)c1c(Cl)c(Cl)c(C(=O)OC)c(Cl)c1Cl	-11.2%	-4.7%[201 µM]	nt	-12.9%	2.2%	-1.7%	nt	2.2%[201 µM]
33	O=C(CN1CCN(Cc2ccc(F)cc2)C1=O)NCc1ccccc1	-10.5%	-1.0%	nt	-12.9%	nt	0.9%	nt	-5.6%
34	COc1ccc(OCCCNCCc2ccccc2)cc1	1.4%	-2.3%	7.2%	9.6%	-7.0%	1.1%	3.0%	-5.9%
35	CCOC(=O)c1c(C)[nH]c(CCC(=O)NCCCN2CCN(c3ccc(F)cc3)CC2)c1C	-8.4%	-0.9%	nt	2.6%	nt	3.8%	nt	4.6%
36	COc1cc(OC)c(NC(=O)C(Cc2ccccc2)NS(=O)(=O)c2cccc3nsnc23)cc1Cl (stereo unspecified)	?	0.0%	nt	-20.0%	nt	1.6%	nt	-2.3%
37	O=C(CN(CCCN1CCOCC1)C(=O)Cn1nnc(-c2ccc(F)cc2)n1)NC1CCCCC1	-4.0%	-0.1%	-16.8%[46.1 µM]	-4.7%	0.2%	-1.5%	8.2%	-7.8%
38	CSCC[C@@H](N)C(=O)O	-2.4%	-0.5%	nt	-10.8%	0.0%	0.8%	-2.0%	-5.4%
39	O=[N+]([O-])C(/C=C(/Cl)[N+](=O)[O-])=C(N1CCCCC1)N1CCCCC1	-3.7%	-2.2%	?	2.5%	-0.4%	1.6%	4.0%	4.6%
40	COC(=O)c1sccc1S(=O)(=O)N(CC(=O)Nc1cc(C)ccc1C)c1ccc(C)c(C)c1	-6.9%	0.1%	nt	5.6%	nt	1.1%	nt	-1.8%
41	CCOCc1nnc(NS(C)(=O)=O)s1	8.9%	-3.6%	-6.2%[46.1 µM]	0.6%	3.8%	-2.3%	9.1%	-9.6%
42	O=C(CSc1nc2ccccc2o1)NCc1n[nH]c(=O)c2ccccc12	-4.2%	-4.3%	-20.0%[46.1 µM]	-2.3%	2.8%	1.0%	3.6%	-0.5%
43	C/C1=C2N=C(/C=C3N=C(/C(C)=C4\[N-]C(C)(C5N=C1C(C)(CCC(=O)NCC(C)OP(=O)([O-])O[C@H]1C(O)C(n6cnc7cc(C)c(C)cc76)O[C@@H]1CO)C5CC(N)=O)C(C)(CC(N)=O)C4CCC(N)=O)C(C)(CC(N)=O)C\3CCC(N)=O)C(C)(C)C/2CCC(N)=O.[CH2-]C1OC(n2cnc3c(N)ncnc32)C(O)C1O.[Co] (stereo partly specified)	?	-3.3%	nt	12.6µM*	3.9%	1.3%	-12.9%	-21.2%
44	CCn1c(=O)c2sccc2n2c(CCC(=O)Nc3ccc(F)cc3)nnc12	-15.7%	-5.2%	nt	-11.8%	nt	-1.8%	nt	4.6%
45	Cc1c(-c2nsc(NC(=O)c3cccs3)n2)nnn1-c1ccc(Cl)cc1	1.6%	0.0%	nt	?	nt	-2.1%	nt	-5.6%
46	O=C(COc1ccc(OCc2ccccc2)cc1)NN=C1CCCC1	-4.0%	-0.6%	-7.1%	9.8%	0.6%	-2.2%	21.0%	-18.0%
47	CC(C)[C@@H](CC(=O)N[C@@H]1CCCC[C@H]1C(=O)N[C@H](CC(=O)N[C@@H](CCC(=O)O)CC(=O)O)Cc1ccccc1)NC(=O)C[C@H](CO)NC(=O)[C@@H]1CCCC[C@H]1N	2.0%	0.0%	nt	8.0%	-1.8%	2.3%	6.6%	-3.5%
48	COc1ccc(N/N=C(/C(C)=O)N2CCCc3ccccc32)cc1	-26.2%	-5.4%	11.8%[7.67 µM]	-3.6%	1.4%	-0.3%	?	3.1%
49	Cn1cccc1CNCc1ccc(F)cc1	0.9%	-2.9%	23.0%	2.9%	3.4%	1.5%	0.7%	-4.8%
